MC4R barr agon: agonists of human melanocortin 4 receptor (MC4R) beta-arrestin | U2OS MC4R beta-arrestin complementation, luminescence; percent of melanotan II response, DMSO zero | activation, % at 8.9 µM | 0.98% of 360,000 active;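 active = activation above a per-plate cutoff, the mean activation of sample wells on that plate plus 3 SD, cut at about 8% in these data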
Target sequence (P32245 whole entry, looked up): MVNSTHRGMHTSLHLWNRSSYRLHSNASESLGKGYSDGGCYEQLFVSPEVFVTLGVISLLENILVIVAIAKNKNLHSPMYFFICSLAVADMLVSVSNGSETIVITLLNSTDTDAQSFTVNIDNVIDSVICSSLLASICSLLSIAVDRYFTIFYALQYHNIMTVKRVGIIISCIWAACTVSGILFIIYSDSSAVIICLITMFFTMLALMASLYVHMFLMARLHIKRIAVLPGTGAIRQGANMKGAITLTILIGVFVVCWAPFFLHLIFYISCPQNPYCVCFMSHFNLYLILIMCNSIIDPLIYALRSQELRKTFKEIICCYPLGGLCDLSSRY
Granule exo inh: blocks lytic granule exocytosis. inhibition, % at 10 µM. TALL-104 LAMP-1 surface exposure, flow cytometry; cells stimulated with thapsigargin and PMA. 0.66% of 360,000 active;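 active = inhibition above about 55%, limit read from the data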
hiPSC survival: increases survival of single human iPS cells. hiPSC single-cell survival, ATPlite luminescence; 100% = ROCK inhibitor wells, 0% = DMSO. survival enhancement, % at 20 µM. 0.044% of 360,000 active. AID 602274; in the data active = survival enhancement above about 18%;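 also: cells exposed to compounds for 16 hours before the ATP read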
ABCB6 inh MLPCN: blocks the human ABCB6 transporter | Q9NP58 | K562-ABCB6 porphyrin accumulation, flow cytometry, 1 h; active compounds read low | fluorescence ratio to DMSO, % at 10 µM | AID 602162 | 0.19% of 360,000 active;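 active = fluorescence ratio to DMSO below 75%, the collection mean minus 3 SD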;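 also: signal is porphyrin accumulated inside mitochondria; 100% equals median channel fluorescence of DMSO control wells; lower ratio means ABCB6 inhibition with less porphyrin fluorescence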
aDG glyco up: alpha-DG glycosylation activation; Pro5-aDG cells, alpha-DG glycosylation AlphaScreen (IIH6); 0% Pro5, 100% B10-LARGE cell signal; activation, % at 10 µM; 0.22% of 360,000 active; AID 624168;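 active = activation of at least 8% versus controls, or a plate z-score of at least 8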;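 also: Pro5 are CHO cells carrying HIG-tagged alpha-DG that lacks glycosylation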
N-glyco inh: N-linked glycosylation inhibition | D54 ERlucT glycosylation luciferase reporter, 24 h; percent of 100 nM tunicamycin response | reporter increase, % at 12.5 µM | 0.23% of 360,000 active;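 active = mean luciferase reporter signal, scaled so untreated is 0 and the glycosylation-blocking control 100, at or above a set limit in every replicate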;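 also: luciferase carries N-glycosylation sites so blocking glycosylation raises the light; 0% = median of neutral control wells and 100% = median of 100 nM tunicamycin wells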
H9c2 protect: protects H9c2 cardiomyocytes from peroxide injury. protection from H2O2 cell death, % at 20 µM. 0.63% of 360,000 active. H2O2 injury protection, ATPLite, 2 h;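 active = compounds giving at least 50% protection of heart cells from peroxide-induced death in the single-dose screen, raw or plate-pattern-corrected value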;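 also: 0% = DMSO wells with peroxide and 100% = DMSO wells without peroxide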
ABHD5 PLIN5 PPI: blocks binding of human ABHD5 to perilipin-5. Q00G26+Q8WTS1. Split G. princeps luciferase complementation, luminescence, 4 h. inhibition, % at 4 µM. 0.78% of 360,000 active. AID 602281;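 active = inhibition above the mean inhibition across every tested compound plus 3 SD, cut at about 22% in these data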;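 also: 0% = DMSO only wells and the 100% control is not disclosed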
MC4R antag cAMP: human MC4R antagonism in cAMP assay; P32245; MC4R-expressing cells, MTII-stimulated cAMP, LANCE TR-FRET; inhibition, % at 6.5 µM; 0.48% of 360,000 active; AID 540295;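 active = inhibition above its plate's cutoff, the mean of tested wells on that plate plus 3 SD, cut at about 29% in these data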;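 also: 0% = Melanotan II alone and 100% = Melanotan II plus saturating MCL0020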
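Material – human MC4R-expressing U2OS cells · Repeats – no replicates · Detection – TR-FRET with Eu-cAMP and labeled anti-cAMP, 671 nm · Times – compound 30 min, challenge 1 h, detection 1 h · Compound – single nominal compound dose of 6.5 µM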
m5-HT2A agonist: activates the mouse 5-HT2A serotonin receptor; AID 624169; activation, % at 7.6 µM; 0.66% of 360,000 active; CHO-K1 mHTR2A beta-arrestin complementation, luminescence; percent of 30 µM serotonin response;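 active = activation above a run cutoff, the mean activation of all tested compounds plus 3 SD, cut at about 14% in these data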;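 also: 0% = plate median of compound wells and 100% = 30 µM serotonin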
Target sequence (P35363 whole entry, looked up): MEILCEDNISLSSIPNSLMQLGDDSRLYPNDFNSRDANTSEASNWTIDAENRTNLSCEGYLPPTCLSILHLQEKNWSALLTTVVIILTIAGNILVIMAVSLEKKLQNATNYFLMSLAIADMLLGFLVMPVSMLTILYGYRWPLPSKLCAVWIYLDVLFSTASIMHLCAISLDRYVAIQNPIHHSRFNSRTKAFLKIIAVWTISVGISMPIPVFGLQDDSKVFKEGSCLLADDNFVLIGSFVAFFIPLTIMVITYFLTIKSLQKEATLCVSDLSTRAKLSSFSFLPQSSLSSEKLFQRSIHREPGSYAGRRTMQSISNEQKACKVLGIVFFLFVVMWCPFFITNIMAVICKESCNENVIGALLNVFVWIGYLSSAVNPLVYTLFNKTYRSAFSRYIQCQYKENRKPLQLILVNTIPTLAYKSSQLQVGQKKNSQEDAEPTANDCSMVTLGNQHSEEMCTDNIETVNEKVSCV
* hit, by the source's call; . = no result given; & = joins results of further samples.

Results follow in this order: MC4R barr agon	Granule exo inh	hiPSC survival	ABCB6 inh MLPCN	aDG glyco up	N-glyco inh	H9c2 protect	ABHD5 PLIN5 PPI	MC4R antag cAMP	m5-HT2A agonist
COC(=O)c1cnc(SCc2ccc(Cl)cc2)n1C
  0.7	0	2.5	101	0.4	6	-4	-4	12	6
COc1ccc(C(C(=O)Nc2ccc(C(C)C)cc2)N(C)C(=O)CNC(C)=O)cc1 (stereo not drawn)
  -2.7	-2	-0.3	100	0.4	0	10	-2	7	0
O=C(CCN1C(=O)c2ccccc2C1=O)Nc1cccnc1
  0.0	7	-0.9	77	0.1	-1	-1	6	0	-3
COc1cc(S(=O)(=O)N2CCN(C(=O)c3ccco3)CC2)ccc1Cl
  -0.8	1	-0.3	89	-0.1	-1	7	3	6	1
O=C(O)C(Cc1c[nH]c2ccccc12)NS(=O)(=O)c1ccccc1 (stereo not drawn)
  0.2	3	-1.9	98	0.3	3	2	-2	6	-3
COc1ccc(CNCCCn2cnc3c(SC)ncnc32)cc1
  -0.7	-1	-0.3	100	-0.1	1	-3	0	5	-1
COc1ccc(Nc2nc(NN)nc(Nc3ccc(OC)cc3)n2)cc1
  -0.3	9	-0.3	102	-0.4	-3	29	-2	17	2
C[C@H](CO)N1C[C@H](C)[C@@H](CN(C)C(=O)NC2CCCCC2)Oc2c(NS(=O)(=O)c3ccccc3)cccc2C1=O
  1.4	-6	2.2	105	1.6	-2	7	-10	9	1
CN(Cc1ccccc1)c1nc2c(c(=O)[nH]c(=O)n2C)n1Cc1ccccc1F
  0.8	-3	1.3	96	0.3	1	-5	-9	5	3
COC(=O)c1ccc(-c2noc(CN(Cc3ccccn3)CC3CCCO3)n2)cc1 (stereo not drawn)
  -1.4	-3	0.2	101	-0.1	1	6	0	11	2
COCCn1c(SCC(=O)N2CCCC2)nnc1-c1ccoc1C
  -1.5	9	-2.7	103	-0.2	1	4	-3	3	-4
CCCCNC(=O)c1onc(CSc2ccc(F)cc2)c1C(=O)NCCCC
  -1.0	-7	-0.6	92	0.3	-2	-8	-4	-1	-4
CCOc1ccc(C(=O)NNC(=O)c2cc(C)oc2C)cc1
  2.3	0	-0.4	97	-0.1	4	5	12	-3	5
Cc1cccc(-c2ccc(C=Nc3c(C)n(C)n(-c4ccccc4)c3=O)o2)c1
  0.0	-1	-0.2	98	-0.2	0	-3	-8	13	2
CC(C)C(=O)Nc1ccccc1Cc1ccccc1
  1.6	4	-0.8	98	0.3	1	3	4	10	-2
CCN(Cc1cc2ccccc2[nH]c1=O)C(=O)c1cccnc1
  -3.2	-2	2.1	107	0.2	0	15	-9	9	2
O=C(O)CN1C(=O)c2ccc(Oc3ccc4c(c3)C(=O)N(CC(=O)O)C4=O)cc2C1=O
  0.7	-2	-0.4	100	0.1	1	6	3	9	2
CCOC(=O)CN1NC2(CCCCCC2)NC1=S
  -0.7	-7	0.6	99	0.0	1	1	-4	9	4
CCN(CC)C(=O)c1c(C)[nH]c(=S)c(C#N)c1-c1ccco1
  -0.5	-2	-0.3	99	0.0	0	-12	0	-1	-2
O=C(NNC(=S)NC(=O)c1sc2ccccc2c1Cl)c1ccc(Cl)cc1
  -2.2	4	-1.6	92	0.1	5	4	-9	8	3
CSc1ccc(-c2sc(Nc3ccccc3)n[n+]2-c2ccccc2)cc1
  -2.7	7	2.0	102	0.5	7	0	5	3	-7
CCOC(=O)c1cnn2c(C)cc(-c3ccc(F)cc3)nc12
  -0.9	1	-2.2	105	-0.1	-2	-14	9	3	-5
Cc1c(Cl)cccc1NC(=O)CSc1nc(=O)n(CCCN2CCOCC2)c2c1CCCC2
  -1.0	1	-1.3	95	-0.2	-2	-2	0	-7	-5
CC(C)C[C@H]1CNC(=O)C(=O)N1C[C@H]1CCCN1C[C@H](CC(C)C)N1C[C@H](CC(C)C)N(CCc2ccccc2)C(=O)C1=O
  .	-1	-0.6	94	0.1	.	.	4	.	4
CN(CC(=O)NC1CC1)S(=O)(=O)c1ccc(F)cc1
  -3.8	-1	0.1	102	-0.3	-1	2	4	16	0
O=C(c1cc2cc(Cl)ccc2[nH]1)N1CCCCC1
  1.6	4	-0.2	102	0.0	2	-8	1	0	0
C=CCN1C(=O)C(Cc2ccc(OC)cc2)S/C1=N/N=C/c1ccco1 (stereo not drawn)
  0.2	11	1.0	102	-0.3	-3	1	-2	-1	-1
O=C(CCC(=O)c1cccs1)NCc1ccccc1
  -0.5	-2	0.3	85	-0.2	2	10	-1	0	1
CC(CN(C)C)CN1c2ccccc2Sc2ccccc21 (stereo not drawn)
  0.4	13	-0.5	90	0.3	1	22	10	-3	-7
Cc1ccc(S(=O)(=O)N2CCOCC2)cc1NC(=O)Cn1nnc(-c2ccccc2)n1
  -0.3	2	-1.4	93	-0.1	-1	-1	0	-1	5
O=C(NC(=S)Nc1ccccc1N1CCCCC1)c1ccc(-c2cccc([N+](=O)[O-])c2)o1
  -0.8	-1	2.1	92	-0.6	-4	-2	1	5	5
O=C(Nc1c(C(=O)N2CCOCC2)cnn1-c1ccccc1)c1ccc(F)cc1
  0.9	-1	0.5	104	-0.1	2	0	7	6	15*
COc1cc(/C=C(\NC(=O)c2ccccc2)C(=O)N2CC3CC(C2)c2cccc(=O)n2C3)cc(OC)c1OC (stereo not drawn)
  2.5	-1	-0.6	102	0.7	-4	4	-6	-2	-2
O=C(COC(=O)c1cccnc1Cl)Nc1ncc(Cl)cc1Cl
  -0.5	-1	1.2	92	-0.1	2	3	-3	-3	4
COC(=O)c1ccc(NC(=O)COC(=O)C2=NN(c3ccccc3)C(=O)CC2)cc1
  -3.4	2	-0.4	96	0.1	3	0	10	12	-4
Cc1sc(-n2cccc2)c(C(=O)O)c1C
  0.7	-1	1.0	94	0.4	1	14	8	6	1
O=c1[nH]c(NCc2ccccc2)nc2c1CCCC2
  -2.1	-2	-0.9	94	-0.2	0	53*	-3	-4	-1
COc1ccc(S(=O)(=O)Nc2ccccc2C(=O)N2CCOCC2)cc1OC
  -0.1	-8	-0.5	99	0.1	0	11	-13	1	-1
O=C1SC(SC(=Nc2ccccc2)Nc2ccccc2)C(=O)N1c1ccccc1 (stereo not drawn)
  0.8&-1.6	-4&-7	-1.6&-1.0	95&100	0.1&-0.4	0&-2	-1&-1	-8&-17	-9&6	-1&0
CC(C)(O)C(=O)NN(C(=O)c1ccccc1)c1ccc2ccccc2c1
  0.7	7	3.7	185	-0.2	0	0	2	3	6
CN(c1ccc([N+](=O)[O-])cc1C(N)=O)C1CCCCC1
  -4.0	-3	-0.4	104	-0.4	-1	11	-6	0	-3
C=CCSc1nc2sc3c(c2c(=O)n1-c1ccc(C)cc1)CCN(C)C3
  0.5	-6	-0.1	97	0.0	-2	-3	2	7	4
COc1ccc([C@@H]2C[C@H]3CN(Cc4ccccc4OC)C(=O)[C@]34CCCN24)cc1C
  -0.8	-4	-1.5	112	0.3	0	-2	1	20	0
C[C@H](C(O)c1ccccc1)N(C)C(=O)CN (stereo partly drawn)
  -0.7	-2	1.3	93	0.0	3	-3	-6	12	4
CC1(C(=O)Nc2nccs2)CCN1C(=O)C1(c2ccccc2)CC1 (stereo not drawn)
  -0.9	-3	0.1	93	-0.1	-1	1	-2	2	1

Arranged by heavy-atom count (rising): some entries from above
Results follow in this order: MC4R barr agon	Granule exo inh	hiPSC survival	ABCB6 inh MLPCN	aDG glyco up	N-glyco inh	H9c2 protect	ABHD5 PLIN5 PPI	MC4R antag cAMP	m5-HT2A agonist
COc1ccc(S(=O)(=O)Nc2ccccc2C(=O)N2CCOCC2)cc1OC
  -0.1	-8	-0.5	99	0.1	0	11	-13	1	-1
O=C1SC(SC(=Nc2ccccc2)Nc2ccccc2)C(=O)N1c1ccccc1 (stereo not drawn)
  0.8&-1.6	-4&-7	-1.6&-1.0	95&100	0.1&-0.4	0&-2	-1&-1	-8&-17	-9&6	-1&0
COC(=O)c1ccc(NC(=O)COC(=O)C2=NN(c3ccccc3)C(=O)CC2)cc1
  -3.4	2	-0.4	96	0.1	3	0	10	12	-4

New compounds follow.
Results follow in this order: MC4R barr agon	Granule exo inh	hiPSC survival	ABCB6 inh MLPCN	aDG glyco up	N-glyco inh	H9c2 protect	ABHD5 PLIN5 PPI	MC4R antag cAMP	m5-HT2A agonist
C(CCCN1CCCCC1)CCN1CCCCC1
  -1.6	-1	-0.7	95	0.0	0	-4	3	7	0
CCCCn1c(N)c(N(CCOC)C(=O)CSc2nnc(C)n2-c2ccc(OC)cc2)c(=O)[nH]c1=O
  0.0	9	-0.4	95	-0.2	0	0	0	2	-6
Cc1cc(=O)n2[nH]nnc2n1
  -0.9	0	-0.4	96	0.0	1	-6	0	-3	6
CC(C)[C@@H](C(=O)NC1CC1)N1C(=O)N2CCc3c([nH]c4ccccc34)[C@@]2(C)C1=O
  -1.6	-4	-0.5	98	-0.2	-2	-5	7	6	-4
CC(=O)c1ccccc1NS(=O)(=O)c1c(C)nn(-c2ccccc2)c1C
  -1.7	0	1.5	97	0.1	0	0	-2	-4	-2
O=[N+]([O-])c1cc(Cl)ccc1N1CCN(c2ccccc2O)CC1
  1.4	1	-1.2	100	0.3	-1	-11	-5	-3	2
N#CC1=C(SCC(=O)c2ccc(Cl)cc2)NC2=C(C(=O)CCC2)C1c1ccco1 (stereo not drawn)
  -2.5	11	-1.0	99	-0.3	17	9	-1	-6	-7
O=C(c1ccccc1)c1sc(Nc2ccc3c(c2)OCO3)nc1-c1ccccc1
  .	-1	-1.9	96	-0.2	0	-2	-1	.	-2
CCCNC(=O)C(Sc1ccccc1)c1ccccc1 (stereo not drawn)
  -1.1	-2	-0.3	98	-0.2	0	6	1	3	-6
O=C(Nc1ccc2c(c1)CCC2)C1CCCN(c2ncccn2)C1 (stereo not drawn)
  -1.8	-1	1.4	103	0.0	-1	-1	4	4	-3
CCC(C(=O)NCCCN1CCN(CCCNC(=O)C(CC)c2ccccc2)CC1)c1ccccc1 (stereo not drawn)
  -1.2	20	0.6	102	-0.2	-1	5	4	-2	12
CCOC(=O)CNC(=O)CSc1nc(N)cc(N)n1
  -1.8	-2	0.7	99	-0.2	2	4	1	-7	0
COc1ccc(-c2[nH]ncc2-c2cscn2)c(O)c1
  0.4	-6	-0.2	103	0.0	0	-4	8	14	1
COc1ccc(CCN(C)C(=O)c2oc3ccccc3c2C)cc1OC
  -1.6	-3	-0.4	98	0.1	0	-2	-2	6	0
COc1ccc(Cl)cc1S(=O)(=O)NC(C)C(=O)NCc1ccc2c(c1)OCO2 (stereo not drawn)
  -1.0	-2	-0.6	94	0.0	-4	0	2	4	5
COc1ccc(CC(=S)N2CCOCC2)cc1
  0.0	-5	-2.9	100	0.2	1	1	-1	1	5
CC1CN(c2nc3ccccc3nc2NS(=O)(=O)c2ccccc2)CC(C)O1 (stereo not drawn)
  -0.8	1	-1.8	105	0.1	2	-2	6	3	0
O=C1C2CC=CCC2C(=O)N1n1cnnc1 (stereo not drawn)
  -2.6	0	-0.8	99	-0.1	2	-2	3	5	-3
CC(=O)NC(CCS(C)(=O)=O)C(=O)Nc1cc(C)ccc1C (stereo not drawn)
  1.3	0	2.5	101	0.0	1	1	6	1	6
COC(=O)c1cccc(NS(C)(=O)=O)c1
  -1.1	11	0.2	97	-0.1	1	2	2	5	-1
Cc1cccn2c1nc(=S)n2C(=O)c1ccco1
  1.0	2	-3.9	101	-0.2	-1	-15	-2	13	-1

Compound activity as filed in PubChem.
